# High-throughput results as filed in PubChem BioAssay.
# MLL CXXC-DNA inh: blocks binding of human MLL CXXC domain to DNA; MLL-CXXC / FITC-HOXA9 DNA fluorescence polarization; Potency, µM (highest dose often 115 µM), without a hit: at the top dose activity change, negative = inhibition, usual class: inhibitors; 290,000 compounds, 0.037% hits; active = well fitted inhibition curve with a large enough effect in the polarisation, with a control signal flat, not every such curve was filed as active; inconclusive = small, poorly fitted or top-dose-only effect, or effect the other way, or a change in a side signal; inactive = no such curve, though single readings can be large or run the other way; the % refers to the polarisation; also: potency is read from the fitted curve at half-maximal effect
#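 Purified MLL-CXXC (added from a 7 uM solution) was preincubated 5 min at ambient with pinned compounds in 50 mM Tris-HCl pH 7.5, 50 mM NaCl, 1 mM DTT, 0.05% BSA. Fluorescein-labeled HOX-A9 DNA (50 nM solution) followed, 30 min, then polarization read.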
# Integrin act MD: integrin-mediated muscular dystrophy alleviation activation; alpha7betagal myoblasts, beta-gal FDG fluorescence, 48 h; 350,000 compounds, 0.064% hits; Potency, µM (doses to about 38.3 µM), for the others: at the highest dose activation, usual class: activators;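 also: potency is read from the fitted curve at half-maximal effect; 100% = response of the positive control SU9516; nearly all actives have a fitted effect of over 60% in size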
#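 alpha7betagal+/- myoblasts (passage 13, 250/well) treated 48 h at 37C with compounds at 1:260 dilution of DMSO stock. Lysed, then beta-galactosidase activity read as FDG fluorescence (ex 480/em 540) after 30 min, with pre-read for autofluorescence.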
# hERG WT inh: KCNH2 (human, wildtype) channel inhibition; U2OS, BacMam KCNH2, thallium flux FluxOr; stronger effect = lower value; AID 720551; 340,000 compounds, 0.37% hits; activity change, % at 1.84 µM;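 active = maximum activity change below -70%; inconclusive = maximum activity change between -70% and -50%; inactive = maximum activity change above -50%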; also: % is scaled to controls: 0 for no effect and ±100 for the full control effect
# Target sequence (Q12809 whole entry, looked up): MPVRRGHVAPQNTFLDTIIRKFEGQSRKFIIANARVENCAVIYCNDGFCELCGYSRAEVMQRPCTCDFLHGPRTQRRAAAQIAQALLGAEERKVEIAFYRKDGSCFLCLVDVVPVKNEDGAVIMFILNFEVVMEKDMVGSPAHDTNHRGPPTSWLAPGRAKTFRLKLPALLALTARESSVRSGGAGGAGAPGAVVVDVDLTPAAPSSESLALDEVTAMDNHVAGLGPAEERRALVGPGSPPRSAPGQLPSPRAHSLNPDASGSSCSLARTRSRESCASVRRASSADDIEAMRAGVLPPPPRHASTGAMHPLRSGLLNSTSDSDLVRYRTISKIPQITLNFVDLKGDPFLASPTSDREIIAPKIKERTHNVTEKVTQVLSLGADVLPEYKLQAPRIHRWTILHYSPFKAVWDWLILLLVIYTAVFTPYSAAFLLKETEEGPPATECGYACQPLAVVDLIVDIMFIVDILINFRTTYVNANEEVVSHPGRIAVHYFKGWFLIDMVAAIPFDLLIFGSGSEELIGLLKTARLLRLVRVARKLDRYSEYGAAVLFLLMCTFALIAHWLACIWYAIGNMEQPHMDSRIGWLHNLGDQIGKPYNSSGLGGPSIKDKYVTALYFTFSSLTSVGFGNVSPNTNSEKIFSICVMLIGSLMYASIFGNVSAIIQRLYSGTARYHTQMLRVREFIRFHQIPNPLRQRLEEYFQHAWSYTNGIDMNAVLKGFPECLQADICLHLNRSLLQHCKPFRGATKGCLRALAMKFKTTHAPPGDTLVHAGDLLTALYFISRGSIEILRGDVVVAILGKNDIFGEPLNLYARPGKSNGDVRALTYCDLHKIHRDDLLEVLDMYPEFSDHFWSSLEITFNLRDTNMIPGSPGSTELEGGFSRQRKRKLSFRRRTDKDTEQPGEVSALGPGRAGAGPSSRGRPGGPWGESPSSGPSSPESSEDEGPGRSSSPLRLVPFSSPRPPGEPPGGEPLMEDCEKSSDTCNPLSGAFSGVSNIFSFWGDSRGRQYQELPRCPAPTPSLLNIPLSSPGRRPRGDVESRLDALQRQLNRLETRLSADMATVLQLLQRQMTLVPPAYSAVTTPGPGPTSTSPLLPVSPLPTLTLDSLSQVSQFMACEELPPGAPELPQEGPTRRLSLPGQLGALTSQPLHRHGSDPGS
#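 U2OS cells transduced with wild-type KCNH2 virus are loaded with FluxOr dye for 45 min, and thallium flux is measured in kinetic reads before and after stimulation buffer. Rate constants are normalized to DMSO controls.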
# KCNH2 3.1 block: inhibitors of human KCNH2 3.1 potassium channel isoform; U2OS KCNH2 3.1, thallium flux FluxOr; stronger effect = lower value; 340,000 compounds, 0.95% hits; activity change, % (tested at about 1.8 µM);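 active = maximum activity change below -70%; inconclusive = maximum activity change from -70% to -50%; inactive = maximum activity change above -50%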;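 also: thallium influx rate constant from kinetic fluorescence after stimulation buffer; % is scaled to controls: 0 for no effect and ±100 for the full control effect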
#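 Normalized rate constant (relative to positive and negative DMSO controls) derived from a 2 min kinetic fluorescence read after stimulation; U2OS cells expressing the 3.1 isoform via virus at 1.77 x 10^8 /mL.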
# ASM inhibitor: blocks human secretory acid sphingomyelinase. P17405. placental ASM, HMU-PC fluorogenic substrate, 60 min. Potency, µM (titrated, usually from 57.5 µM), inactives show at the highest dose activity change, negative = inhibition, hits mostly inhibitors. 340,000 compounds, 0.006% hits; also: potency is read from the fitted curve at half-maximal effect
#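 Fluorescence read-out (Ex 386 nm, Em 447 nm) after stopping the reaction at pH 10. Enzyme: ASM from human placenta; substrate HMU-PC0, 9 uM final; 60 min, 37 °C. Compound preincubation 10 min, ambient temperature.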
# MBNL1-CUG inh: MBNL1-poly(CUG) RNA binding inhibition; 280,000 compounds, 0.036% hits; Q9NR56; TR-FRET MBNL1-His/biotin-(CUG)12 binding, 665/545 ratio; Potency, µM (titrated, usually from 57.5 µM), without a hit: at the top dose activity change, negative = inhibition, actives largely listed as inhibitors; AID 2675; active = well fitted inhibition curve with a large enough effect in the signal ratio, with a control signal flat, not every such curve was filed as active; inconclusive = small, poorly fitted or top-dose-only effect, or effect the other way, or a change in a side signal; inactive = no such curve, though single readings can be large or run the other way; the % refers to the signal ratio; also: potency is read from the fitted curve at half-maximal effect; % is scaled to controls: 0 for no effect and ±100 for the full control effect
#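 TR-FRET between His-tagged MBNL1 and biotin-(CUG)12 RNA, detected with Tb anti-His antibody (0.055 ng/ul) and streptavidin-XL665 (5 nM), 60 min at room temperature. Compounds titrated 92 nM to 58 uM; 665/545 nm ratio normalized to buffer and complex controls.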
# A-T KAP1 phos: potential ataxia-telangiectasia treatment. […] A-T fibroblasts, KAP-1 phosphorylation AlphaLISA; neocarzinostatin DNA damage 30 min before lysis. Potency, µM (doses to about 57.5 µM), for inactives: at the highest dose activation, actives largely listed as activators. 320,000 compounds, 0.19% hits. AID 485349; also: potency is read from the fitted curve at half-maximal effect; % of control where 0% means no effect; nearly all actives have a fitted effect of over 45% in size
#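 hTERT-immortalized A-T patient fibroblasts ([…]), 500 cells/well in OPTI-MEM, 1% FBS, got compounds for 60 min, then NCS for 30 min at 37C. Lysates were then assayed for phospho-KAP-1 by AlphaLISA (anti-pKAP1 donor, anti-KAP1 acceptor beads), 6 hr at 25C.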
# FBPA coupling cs: coupling enzyme interference in Giardia aldolase counter-screen. coupling enzyme system counterscreen, AmpLite Red fluorescence. activity change, negative = inhibition, % at 58.2 µM, hits read low. 290,000 compounds, 0.67% hits. AID 2472; in the data active = activity change below about -30%; also: % is scaled to controls: 0 for no effect and ±100 for the full control effect
#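 Final compound at 57.5 uM, incubated 10 min at RT with coupling enzyme reagent (glyceraldehyde-3-phosphate), then 20 min with substrate and AmpLite Red detection. Fluorescence read at 525/598 nm; tests interference with the coupling assay, not aldolase inhibition.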
# GALK inhibitor: blocks human galactokinase activity | P51570 | Purified GALK, Kinase-Glo residual ATP luminescence | Potency, µM (titrated, usually from 57.5 µM), for the others: top-dose activity change, negative = inhibition, usual class: inhibitors | 270,000 compounds, 0.007% hits | AID 1868; also: potency is read from the fitted curve at half-maximal effect; % is scaled to controls: 0 for no effect and ±100 for the full control effect
#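 Luminescence from leftover ATP (Ultra-Glo luciferase/luciferin) served as read-out after a 1 h room-temperature reaction of 5 nM GALK with 35 uM ATP and 100 uM galactose.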
# TRPV1 agonist: human TRPV1 agonism; TRPV1-expressing cells, Fluo-8 calcium influx, agonist mode; activation, % at 8.33 µM; 320,000 compounds, 0.19% hits; Q8NER1; AID 540275; in the data active = activation above about 80%; inconclusive = between about 30% and that limit; also: 0% is about no effect
#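 TRPV1-expressing cells were cultured overnight at 35.5C and loaded with Fluo-8 calcium dye for 40 to 90 min at room temperature. After a 10 s baseline, compound was added and calcium influx was read kinetically for 3 min (ex 480/em 520 nm).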
# An asterisk follows results filed as active; ? = inconclusive; . = no result given; [ ] = another dose, or the depositor's remark. Unless noted, calls follow the shape of the dose curve; as a rule, active = well fitted curve in the direction sought with a large enough effect; inconclusive = small, poorly fitted or top-dose-only effect, or another doubt; inactive = no such curve, though single readings can be large; an effect the other way counts as inactive or inconclusive.
SMILES,MLL CXXC-DNA inh,Integrin act MD,hERG WT inh,KCNH2 3.1 block,ASM inhibitor,MBNL1-CUG inh,A-T KAP1 phos,FBPA coupling cs,GALK inhibitor,TRPV1 agonist
CCCCNC(=O)C1CC(c2ccccc2[N+](=O)[O-])=NO1 (configuration not stated),4%,33%,-7,-14,4%,?,-8%,3,.,-1
O=C(COC(=O)c1cccc2c1C(=O)c1ccccc1C2=O)NC1CCCCC1,-3%,-14%,-13,16,-16%,?,-1%,-13,-3%,19
COC(=O)CSc1nnc(C2COc3ccccc3O2)n1-c1ccccc1 (configuration not stated),7%,4%,5,3,4%,-12%,-4%,4,0%,-2
CC1CCCC(=NNC(=O)C2COc3ccccc3O2)C1 (configuration not stated),.,?,4,-19,4%,.,4%,.,.,.
CN(C(=O)C(=O)c1cn(CC(=O)N2CCCC2)c2ccccc12)C1CCCCC1,?,-39%,3,9,0%,2%,8%,-2,3%,-2
NNC(=O)c1cc2ccccc2cc1NS(=O)(=O)c1ccccc1,-8%,-15%,-4,-5,11%,8%,2%,-3,-4%,-3
Cc1ccc2nccc(C(=O)N3CCCC(Nc4ccc(C)c(C)c4)C3)c2c1 (configuration not stated),?,-19%,8,1,6%,-1%,-6%,.,4%,-5
Cc1ccc(NC(=O)Cc2ccc3c(c2)CCCC3)cc1C,-1%,-20%,-26,-8,-5%,-5%,-4%,-1,1%,18
Cc1cc(C)n(-c2ccc(NC(=O)C3CCN(Cc4ccc(C)o4)CC3)cc2)n1,3%,-11%,6,7,-1%,-2%,0%,.,5%,2
CCCNS(=O)(=O)c1ccc(OCC(=O)N2CCc3ccccc3C2)c(C)c1,-1%,7%,2,8,-1%,-4%,1%,1,-11%,10
COc1cc(OC)c(OC)cc1CNCCSc1nnnn1C,5%,11%,-12,3,4%,2%,-6%,-9,1%,0
COc1ccc(NC(=O)c2ccc(Oc3ncccn3)cc2)cc1,-2%,-28%,-8,11,3%,-2%,0%,1,-3%,13
CCC1CCCCN1C(=O)Cn1c(=O)oc2ccccc21 (configuration not stated),-9%,8%,-4,0,2%,-2%,6%,0,-3%,2
COc1cc(/C=N/Nc2nc(Nc3ccc(C)cc3)nc(-n3nc(C)cc3C)n2)cc(OC)c1OC,6%,?,-30,-14,?,-5%,2%,2,0%,0
NC(=O)CC(NC(=O)c1cccc(Br)c1)c1ccc(NC2CCC2)c([N+](=O)[O-])c1 (configuration not stated),-3%,11%,15,-31,-5%,21%,-11%,1,.,-5
Cc1cc(N2CC(C(=O)O)CC2=O)ccc1Br (configuration not stated),5%,15%,11,.,-1%,-1%,-12%,4,0%,0
O=C1Nc2cc3c(cc2Sc2ccccc21)OCCO3,8%,20%,-10,3,-5%,34%[activator],14%,5,2%,2
Cc1c(C)c2c(OCC(=O)O)cc3c(c2oc1=O)CCC(C)(C)O3,9%,-11%,-2,15,194%[activator],43%[activator],-11%,5,-5%,-2
COc1ccc2[nH]c3c(c2c1)CCN1C(=O)C(CC(=O)NC/C=C(\C)CCC=C(C)C)C[C@H](C(=O)N2CCOCC2)[C@@]31CCC1CCCC1 (some centres not stated),.,0%,-4,-5,-6%,.,4%,.,.,.
Cn1c(SCC(=O)N2CCN(S(=O)(=O)c3ccccc3)CC2)nc2ccccc21,-6%,6%,-44,-4,-3%,2%,6%,2,3%,1
O=C(NCC(c1ccco1)N1CCCCC1)c1cccc(S(=O)(=O)Nc2ccc(F)cc2)c1 (configuration not stated),.,1%,46,-1,2%,.,0%,.,.,2
Cn1c(=O)c(=O)n(C)c2cc(S(=O)(=O)CCC(=O)Nc3ccc(C(F)(F)F)cc3)ccc21,10%,?,8,4,0%,-3%,-16%,.,4%,-3
COc1cc(NC(=O)CCC2CCCC2)cc(-n2cnnn2)c1,-2%,8%,-1,-5,0%,-13%,-6%,1,2%,-5
CC(=O)Nc1ccc2c(CSc3nnc(-c4cccnc4)n3-c3ccc(C)cc3C)cc(=O)oc2c1,13%,-4%,-9,24,-3%,.,-11%,5,-2%,13
Nc1cccc(NC(=O)CCC(=O)NCc2ccco2)c1,1%,-8%,-17,-1,1%,-9%,-9%,-2,-1%,2
Cc1cc(N/N=C/c2ccccc2O)nc(-c2ccccc2O)n1,-6%,-4%,6,-4,-1%,-6%,1%,0,-1%,?
Cc1cc(OCC(=O)NCCN2CCOCC2)ccc1Br,0%,0%,1,9,26%,0%,6%,1,-4%,12
NS(=O)(=O)c1ccc(CCNC(=O)CN2CCCCC2)cc1,-9%,-6%,-5,1,-2%,-2%,0%,0,4%,0
CCC(C)Cn1cnc2c(SCc3ccccc3F)nc(N)nc21 (configuration not stated),.,0%,-3,10,-10%,.,.,.,.,.
NCCC1CCCC(CCN)N1 (configuration not stated),-6%,.,-3,18,6%,.,-7%,.,.,0
O=S(=O)(c1cccs1)N1CCN(c2cccc(Cl)c2)CC1,35%[activator],15%,0,9,-1%,1%,11%,-1,1%,1
CCOc1ccc(Nc2ccc(S(=O)(=O)N3CCN(C)CC3)cc2[N+](=O)[O-])cc1OCC,.,?,7,13,-12%,.,-2%,.,.,0
CC(C)(Nc1ccccc1)C(=O)c1ccccc1,10%,-11%,-1,-4,.,-7%,4%,0,1%,15
Cc1ccc2nc(-c3ccc(NC(=O)CCN4C(=O)c5ccccc5C4=O)cc3)sc2c1,19%,44%,-12,-6,185%[activator],7%,.,-5,0%,6
CN(C)CCCN(Cc1cc2cc3c(cc2[nH]c1=O)OCCO3)C(=O)NC1CCCCC1,5%,-22%,1,13,12%,1%,4%,0,-2%,2
Cc1ccnn1CC(=O)N/N=C/c1cn[nH]c1-c1ccc(F)cc1,4%,-40%,3,-23,1%,1%,-3%,0,-2%,5
Cc1ccc(N2C(=O)CC(n3nc(C)cc3C)C2=O)cc1 (configuration not stated),10%,-9%,-6,-211*,1%,-5%,.,1,1%,-2
Cc1ccc(N2CC(C(=O)OCC(=O)c3ccc(C)c([N+](=O)[O-])c3)CC2=O)cc1 (configuration not stated),.,?,-1,17,-4%,.,5%,.,.,2
Cc1ccc(C)c(N(CC(=O)NN=C2CCCCCCC2)S(C)(=O)=O)c1,-6%,-16%,6,9,0%,-3%,2%,0,-2%,2
O=C(Nc1ccccc1)c1cccnc1N1CCCC1,-2%,9%,6,9,2%,-4%,7%,1,1%,-1

# Grouped by structure: those above containing a halogen
SMILES,MLL CXXC-DNA inh,Integrin act MD,hERG WT inh,KCNH2 3.1 block,ASM inhibitor,MBNL1-CUG inh,A-T KAP1 phos,FBPA coupling cs,GALK inhibitor,TRPV1 agonist
NC(=O)CC(NC(=O)c1cccc(Br)c1)c1ccc(NC2CCC2)c([N+](=O)[O-])c1 (configuration not stated),-3%,11%,15,-31,-5%,21%,-11%,1,.,-5
Cc1cc(N2CC(C(=O)O)CC2=O)ccc1Br (configuration not stated),5%,15%,11,.,-1%,-1%,-12%,4,0%,0
O=C(NCC(c1ccco1)N1CCCCC1)c1cccc(S(=O)(=O)Nc2ccc(F)cc2)c1 (configuration not stated),.,1%,46,-1,2%,.,0%,.,.,2
Cn1c(=O)c(=O)n(C)c2cc(S(=O)(=O)CCC(=O)Nc3ccc(C(F)(F)F)cc3)ccc21,10%,?,8,4,0%,-3%,-16%,.,4%,-3
Cc1cc(OCC(=O)NCCN2CCOCC2)ccc1Br,0%,0%,1,9,26%,0%,6%,1,-4%,12
CCC(C)Cn1cnc2c(SCc3ccccc3F)nc(N)nc21 (configuration not stated),.,0%,-3,10,-10%,.,.,.,.,.
O=S(=O)(c1cccs1)N1CCN(c2cccc(Cl)c2)CC1,35%[activator],15%,0,9,-1%,1%,11%,-1,1%,1
Cc1ccnn1CC(=O)N/N=C/c1cn[nH]c1-c1ccc(F)cc1,4%,-40%,3,-23,1%,1%,-3%,0,-2%,5
